ERK EGF inh = blocks ERK signaling stimulated by EGF; HEK293-V1b, EGF-stimulated phospho-ERK AlphaScreen; AID 1454; Potency, µM (doses to about 11.5 µM), inactives show top-dose activity change, negative = inhibition, hits mostly inhibitors; 130,000 compounds, 0.41% hits; active = well fitted inhibition curve with a large enough effect; inconclusive = small, poorly fitted or top-dose-only effect, or effect the other way;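 also: plate controls were stimulated vehicle wells for no effect and unstimulated vehicle basal for full effect; nearly all actives have a fitted effect of over 55% in size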
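HEK293 cells stably expressing V1b receptor, serum-reduced (1% FBS) overnight, pretreated 30 min with compound, then stimulated 5 min with 25 nM EGF; phospho-ERK detected by AlphaScreen SureFire. AC50 from Hill fits, normalized to DMSO and EGF.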
* = called active by the depositor; ? = inconclusive; [ ] = remark or other dose. Potency is read from the fitted curve at half-maximal effect.

molecule | ERK EGF inh
CCn1ncc(-c2cc(C(=O)O)no2)c1C | 1.4%
C/C(=N\NC(=O)c1ccccc1NC(=O)c1ccc(Cl)cc1)c1ccncc1 | -2.9%
C[N+]12CCCCC1C(COC(=O)c1ccc3c(c1)OCO3)CCC2 (centres undefined) | -6.1%[57.5 µM]
CCn1c(SCC(=O)NNC(=O)c2ccc(OC)cc2)nnc1-c1ccco1 | -0.1%
C#CCNC(=O)C1=C[C@H](C(C)(C)C)C[C@H](OCc2ccc(CO)cc2)O1 | -11.0%[57.5 µM]
O=C(CCn1cnnn1)Nc1ccc(Cl)c(Cl)c1 | ?
Cc1ccc([N+](=O)[O-])cc1Nc1nc(N2CCOCC2)nc(N2CCOCC2)n1 | 0.2%
O=C(NCC1CCCCC1)c1cc([N+](=O)[O-])ccc1N1CCOCC1 | 4.7%
CCOC(=O)C1CCCN(c2c(NCCC(C)C)c(=O)c2=O)C1 (centres undefined) | 12.4%[57.5 µM]
CCCC/C(O)=C1\C(=O)CCCC1=NCCc1c(C)[nH]c2ccc(OC)cc12 | ?
Cc1ccc(/C=C/C2=C[C@]3(C)C[C@]2(C)[C@H](c2ccc(C)cc2)CC3=O)cc1 | 3.3%
CCOC(=O)C1=NNC2C(=O)N(Cc3ccccc3)C(=O)C12 (centres undefined) | 10.8%[57.5 µM]
Cc1onc(C(=O)N2CCN(C(c3ccccc3)c3ccccc3)CC2)c1[N+](=O)[O-] | 2.9%
O=C(O)c1cc(=O)[nH]c2c(Cl)cccc12 | -16.6%
Cn1c(N)c(S(=O)(=O)NCc2ccccc2Cl)c(=O)n(C)c1=O | -4.5%
CCC(CC)NC(=O)/C=C/c1cccc([N+](=O)[O-])c1 | 10.1%
COc1ccc(S(=O)(=O)n2cnc(C)c2)cc1 | 1.0%
CCN(CC)c1ccc(/C=C(\C#N)C(=O)NCc2ccco2)cc1 | -10.2%
CC1(C)CC(=O)C(C2C3=C(CC(C)(C)CC3=O)Oc3ccc4ccccc4c32)C(=O)C1 (centres undefined) | 3.5%
Cc1ccc2cc(C)c(N3CCC(C)CC3)nc2c1 | 11.5%[57.5 µM]
CS/C(=N/S(=O)(=O)c1ccc(C)cc1)c1ccccc1 | -10.2%
CCOc1ccc(N)cc1OC | -3.0%
O=C(CSCc1ccccc1)N1CCN(C(=O)c2ccco2)CC1 | -0.7%
COc1ccc2[nH]c(C(=O)Nc3ccccc3Cl)cc2c1 | -25.0%[57.5 µM]
Cc1nnc(SC(C)C(=O)Nc2c(C)n(C)n(-c3ccccc3)c2=O)n1N (centres undefined) | -4.3%
CCCn1c(O)c(N=NC(=O)c2ccco2)c2ccccc21 | 4.0%
NS(=O)(=O)c1ccc(CCNC(=O)c2ccco2)cc1 | -2.7%
CN(CC(=O)Nc1ccc(S(=O)(=O)N(C)C)cc1)Cc1ccc(C(F)(F)F)cc1 | -4.7%
COc1ccc(NC(=O)C2CCC(CNS(=O)(=O)c3cccs3)CC2)cc1OC (centres undefined) | 6.6%
CCNc1nc(NCC)nc(N(C#N)CCOc2ccccc2)n1 | -0.8%
O=C1CCCN1CC1CCCN(Cc2nc(COc3ccccc3)no2)C1 (centres undefined) | 3.7%
CC(=O)N1[C@H](Cc2ccccc2)C=C[C@]1(C)C(=O)O | -1.3%
CC(C)(C)NC(=O)CCc1nnc(Cc2c[nH]c3ccccc23)o1 | 23.0%
CC1=C(C(=O)N2CCCC(CCC(=O)NCc3ccccc3F)C2)OCCO1 (centres undefined) | -3.9%
CC1COc2ccccc2N1S(=O)(=O)c1ccccc1 (centres undefined) | 7.5%
COc1ccc(NC(=O)C(c2cc3c(cc2[N+](=O)[O-])OCO3)N2CCN(C=O)CC2)cc1 (centres undefined) | -0.3%
O=C(c1cccc(F)c1)N1CCC2(CCCN(c3ccc(-c4ccccc4)cc3)C2)CC1 | 15.9%
Cc1noc(C)c1COC(=O)c1ccc(F)c(S(=O)(=O)N2CCCCC2)c1 | -3.5%
CCCCC(=O)O[C@H]1CC[C@H]2[C@@H]3CCc4cc(O)ccc4[C@H]3CC[C@]12C | -18.6%[57.5 µM]
COc1ccc(NC(=O)CSc2ncnc3c2sc2ccccc23)c(OC)c1 | 12.3%
O=C(CN(C(=O)c1cccc([N+](=O)[O-])c1)C1CCCCC1)Nc1ccc(Cl)c([N+](=O)[O-])c1 | 0.6%
CCN(CC)C(=O)Cn1c(=O)n(CCCC(=O)NCc2ccccc2)c(=O)c2sccc21 | 10.4%
CC1CCc2c(sc(/N=C/c3cccnc3)c2C(N)=O)C1 (centres undefined) | -6.0%[57.5 µM]
CNC1C(OC2C(O[C@@H]3C(O)C(O)[C@@H](N=C(N)N)C(O)C3N=C(N)N)OC(C)[C@@]2(O)CO)OC(CO)C(O)C1O (some centres undefined) | 19.9%
Cc1ccccc1Cn1c(=O)[nH]c2ccccc21 | -10.6%[57.5 µM]
CN(Cc1ccccc1)c1ncc(C=O)s1 | -18.3%
CCCCCCn1c(CN2CCCCC2C)nc2c1c(=O)n(C)c(=O)n2C (centres undefined) | -1.6%
Cc1c(C(=O)O)[nH]c2ccc([N+](=O)[O-])cc12 | 8.7%
CC(C)c1cccc(O)c(=O)c1 | -4.6%
Nc1ncnc(Oc2cccc(C(F)(F)F)c2)c1[N+](=O)[O-] | 1.5%
Cc1ccc(NS(=O)(=O)c2cc(C(=O)O)ccc2Cl)c(C)c1 | 31.8%
S=c1[nH]ccn1-c1cccc(Cl)c1Cl | -0.6%[57.5 µM]
O=C(Nc1ccc2c(c1)Cc1ccccc1-2)c1cccnc1 | -2.0%
CN(C(=O)CSc1nnc(-c2ccncc2)n1-c1ccccc1)C1CCS(=O)(=O)C1 (centres undefined) | -13.7%[57.5 µM]
C/C(=N\NC(=O)CSc1nc(C)cc(C)n1)c1ccc2c(c1)OCCO2 | -8.2%
COc1ccc(C(=O)CSc2n[nH]c(C)n2)cc1[N+](=O)[O-] | -3.4%
O=C(NCCN1CCOCC1)c1cc(Cl)ccc1[N+](=O)[O-] | -4.7%
COc1ccc(-c2cc3ccccc3s2)cc1[C@H]1[C@H]2C=CC[C@@H](C)[C@@H]2C(=O)N1Cc1ccccc1 | 1.1%[57.5 µM]
CSc1ccccc1NC(=O)CN1c2ccccc2CC1C (centres undefined) | ?
O=C(CSc1cccc2cccnc12)Nc1ccc(S(=O)(=O)N2CCOCC2)cc1 | 5.0%[57.5 µM]

(cont.)
molecule | ERK EGF inh
Cc1nc(-c2coc3cc(C)c(N=O)c(O)c3/c2=N\N)cs1 | -25.5%
Cc1ccc2[nH]ccc(=O)c2c1 | -1.9%
COc1cccc(NC(=O)Cn2c(=O)n(-c3cc(OC)c(OC)c(OC)c3)c(=O)c3ccccc32)c1 | 2.0%
CCc1ccc(Nc2c([N+](=O)[O-])c(=O)oc3ccccc23)cc1 | 17.8µM*
CC(CC(=O)O)CC(=O)Nc1cc([N+](=O)[O-])ccc1O (centres undefined) | -5.2%
Cc1cc([N+](=O)[O-])nn1CCCC(=O)Nc1ccc(Cl)cc1Cl | -8.4%
COc1ccc(/C=N/Nc2c(Cl)cc(Cl)cc2Cl)cc1CN1CCOCC1 | -12.4%
CN(Cc1ccccc1)C(=O)C1CCCN(Cc2cccc(Cl)c2)C1 (centres undefined) | -2.0%
COc1ccc(-c2csc3ncnc(Oc4cccc5ccc(C)nc45)c23)cc1 | 2.5%
COc1ccc(-c2nc(C)c(C(C)=O)n2O)cc1[N+](=O)[O-] | -6.9%
COCC(C)n1c(SCc2cc(C(=O)OC)c(C)o2)nc2ccccc2c1=O (centres undefined) | 6.5%[57.5 µM]
C/C(=N\NC(=O)c1cccs1)c1ccc2c(c1)OCO2 | -3.1%
CCC(=O)NNc1nc2c(C)cccc2s1 | 2.8%
Cc1c(N2CCCC2)cc2c(c1NC(=O)c1ccccc1Cl)C(C)(C)CC2(C)C | -22.1%[57.5 µM]
Nc1ccc2nc(N3CCOCC3)sc2c1 | -4.0%
O=[N+]([O-])c1ccccc1-c1cc(-c2cc(Cl)ccc2O)n[nH]1 | ?
NC(=NCCc1c[nH]c2ccccc12)NS(=O)(=O)c1ccc2ccccc2c1 | -2.9%
O=C(O)COc1c(Cl)cc(/C=C2\NC(=O)NC2=O)cc1Br | 1.0%
Cc1ccccc1-c1nc(C#N)c(NCc2ccco2)o1 | -6.4%
C/C(=N\NC(=S)NC(C)C)c1ccccc1OC(F)F | -9.5%

Entries shown so far that have a COOH group (seven):
molecule | ERK EGF inh
CCn1ncc(-c2cc(C(=O)O)no2)c1C | 1.4%
O=C(O)c1cc(=O)[nH]c2c(Cl)cccc12 | -16.6%
CC(=O)N1[C@H](Cc2ccccc2)C=C[C@]1(C)C(=O)O | -1.3%
Cc1c(C(=O)O)[nH]c2ccc([N+](=O)[O-])cc12 | 8.7%
Cc1ccc(NS(=O)(=O)c2cc(C(=O)O)ccc2Cl)c(C)c1 | 31.8%
CC(CC(=O)O)CC(=O)Nc1cc([N+](=O)[O-])ccc1O (centres undefined) | -5.2%
O=C(O)COc1c(Cl)cc(/C=C2\NC(=O)NC2=O)cc1Br | 1.0%

(listing goes on)
molecule | ERK EGF inh
Cn1nc(C(=O)Nc2ccc(S(=O)(=O)N3CCOCC3)cc2)c2ccccc2c1=O | -0.3%
COC(=O)c1sccc1NC(=S)N1CCC(C(N)=O)CC1 | 3.9%
O=C(CCNC(=O)c1ccccc1Cl)Nc1ccc(S(=O)(=O)Nc2ncccn2)cc1 | 0.9%
O=C(NCc1cccnc1)c1cc(-c2ccc(Cl)cc2)oc1C(F)(F)F | -4.2%[57.5 µM]
Cc1nc(C(=O)O)nn1-c1cc(Cl)ccc1Cl | 2.2%
Cc1ccc(NC(=O)Nc2ccc3c(c2)nc(C)n3C)cc1 | 9.3%
O=[N+]([O-])c1ccc(Cc2ccncc2)cc1 | -0.5%
S=C(Nc1ccccc1Oc1ccccc1)Nc1cccc(Cl)c1Cl | 13.4%
NS(=O)(=O)c1ccc(CCNC(=O)NC2(C(F)(F)F)Oc3ccccc3O2)cc1 | 2.9%
CCOC(=O)Cc1csc(NC(=O)Nc2ccccc2)n1 | -2.8%
Cc1nc2sc(C(c3cccs3)N3CCN(c4cccc(Cl)c4)CC3)c(O)n2n1 (centres undefined) | 2.2%
COc1ccc(N=C2NC(=O)/C(=C/c3ccco3)S2)cc1 | -4.0%[57.5 µM]
Cc1ccc(NC(=O)C2(NC(=O)c3ccccn3)CCCCC2)cc1Br | 7.0%
COc1cc(-c2nc3cnccn3c2Nc2ccccc2)ccc1O | ?
COCCN(C(=S)Nc1ccc(OC)cc1)C(C)c1cccs1 (centres undefined) | -5.8%
O=C(Nc1ccc(N2C(=O)CCC2=O)cc1Cl)c1cccs1 | -8.9%
O=C(c1ccc(COc2ccc(Br)cc2)o1)N1N=C(C(F)F)CC1(O)C(F)F (centres undefined) | ?
CCN(CC)C(=O)Cn1nnc(-c2ccc(S(C)(=O)=O)cc2)n1 | -4.6%
O=c1cc(O)cc(/C=C/c2ccc(O)c(O)c2)o1 | 14.5%
CC(=O)Nc1ccc(N=Nc2ccccc2)cc1 | 1.6%
CCOP(=O)(/C(C#N)=C(\C)O)c1ccccc1 (centres undefined) | -3.6%
C=C(C)Cn1c(CCNC(=O)CC)nc2ccccc21 | -4.4%
Cc1ccc(NC(=O)Nc2cccn(Cc3c(F)cccc3Cl)c2=O)cc1 | ?
COC(=O)C1=C(Nc2ccccc2NC(=O)c2ccccc2C(=O)O)CSC1 | -16.5%[57.5 µM]
O=c1cc(-c2cccc(Cl)c2)oc2cccc(O)c12 | 7.0%[57.5 µM]
C/C(=N\Nc1cccc(Cl)c1)C1(C)N(O)C(C)(C)C(c2ccco2)=[N+]1[O-] (centres undefined) | 15.2%[57.5 µM]
O=C(/C=C/c1ccc(Cl)cc1Cl)Nc1ccncc1 | -6.0%
CCOC(=O)N1CCN(C(=S)NC(=O)c2ccc(Br)cc2)CC1 | 7.4%
CCOC(=O)C1(Cc2ccc(OC)cc2)CCN(C(=O)Cc2cccnc2)CC1 | -7.4%[57.5 µM]
CCOC(=O)NC(=O)COC(=O)CCCSc1nc2ccccc2s1 | -12.3%
Cc1cc2ccccc2c(=O)n1CC(=O)NCCC1=CCCCC1 | -7.0%
Cc1ccc(C(=O)N/N=C\c2ccccc2[N+](=O)[O-])cn1 | -4.5%
CC(=O)Nc1ccc(S(=O)(=O)N(Cc2ccccc2)c2ccccc2)cc1 | 31.9%
C[C@@H](CN1C2=NC[C@H](Cc3ccc(O)cc3)N2C[C@H]1Cc1ccc(O)cc1)NC(=O)CCC1CCCCC1 | 3.3%[57.5 µM]
COc1cc(/C=C/C(=O)NC(C)CCc2ccccc2)cc(OC)c1OC (centres undefined) | 0.6%
CC(=O)Nc1ccc(NC(=O)C(C)OC(=O)/C=C/c2cccs2)cc1 (centres undefined) | -0.3%
CCCC(=O)N1CCCC(c2nc(-c3cccc(OC)c3)no2)C1 (centres undefined) | -1.6%
O=C(COC(=O)c1cccnc1Cl)Nc1cccc(S(=O)(=O)N2CCCCC2)c1 | -12.0%
CCCCNS(=O)(=O)c1ccc(S(=O)(=O)n2cnc3ccccc32)cc1 | 0.8%
O=[N+]([O-])c1cc(-n2cccc2)ccc1N1CCOCC1 | 28.2µM*
COc1cc2c(cc1OC)C(CSc1ccccc1C(=O)O)=NC(C)(C)C2 | 2.9%
COC(=O)C1Cc2ccccc2CN1C(=O)CCl (centres undefined) | 1.5%

Single entries from the entries so far.
Entry of Cc1ccc(NC(=O)Nc2ccc3c(c2)nc(C)n3C)cc1 in ERK EGF inh: 9.3%
Entry of S=c1[nH]ccn1-c1cccc(Cl)c1Cl in ERK EGF inh: -0.6%[57.5 µM]

Screening data (PubChem)

An excerpt. The share of hits here may be higher or lower than overall.
